# Screening results deposited in PubChem BioAssay by National Center for Advancing Translational Sciences (NCATS).
# 12-LOX inh – Primary qHTS assay for inhibitors of human arachidonate 12S-lipoxygenase (ALOX12): Round 2. purified 12hLO, xylenol orange hydroperoxide absorbance. Potency, µM (top dose mostly 108 µM), inactives show at the highest dose activity change, negative = inhibition, actives largely listed as inhibitors. hit rate 1.1% among 580,000. AID 1671190, 2021; note: % is set by controls: 0 for no effect and ±100 for the full control effect
#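 Purified human 12hLO (150 nM final) in 25 mM Hepes, 0.01% Triton X-100, pH 7.0 was preincubated 15 min at room temperature with compound. Then 40 uM arachidonic acid was added, 30 min. Hydroperoxide was read by Fe-XO absorbance ratio 573/405 nm.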
# Pin1 inh – qHTS Assay to Find Inhibitors of Pin1; AID 504891, 2011; hit rate 0.009% among 390,000; Potency, µM (top dose mostly 115 µM), without a hit: top-dose activity, negative = inhibition, most hits filed as inhibitors; Pin1 FP peptide displacement, HiFluor488, 10 min; Peptidyl-prolyl cis-trans isomerase NIMA-interacting 1 (Homo sapiens), Q13526; active = well fitted inhibition curve with a large enough effect in the polarisation, with a control signal flat, not every such curve was filed as active; inconclusive = small, poorly fitted or top-dose-only effect, or effect the other way, or a change in a side signal; inactive = no such curve, though single readings can be large or run the other way; the % refers to the polarisation; note: % is set by controls: 0 for no effect and ±100 for the full control effect
# Tb PGK inh – qHTS Assay to Find Inhibitors of Phosphoglycerate Kinase; Phosphoglycerate kinase, glycosomal (Trypanosoma brucei brucei), P07378; PGK/GAPDH coupled, Kinase-Glo luminescence, 60 min; Potency, µM (series often up to 57.5 µM), inactives show at the top dose activity change, negative = inhibition, usual class: inhibitors; hit rate 0.043% among 380,000; note: % is set by controls: 0 for no effect and ±100 for the full control effect; nearly all actives have a fitted effect of over 60% in size
# Target sequence (P07378 whole entry, looked up): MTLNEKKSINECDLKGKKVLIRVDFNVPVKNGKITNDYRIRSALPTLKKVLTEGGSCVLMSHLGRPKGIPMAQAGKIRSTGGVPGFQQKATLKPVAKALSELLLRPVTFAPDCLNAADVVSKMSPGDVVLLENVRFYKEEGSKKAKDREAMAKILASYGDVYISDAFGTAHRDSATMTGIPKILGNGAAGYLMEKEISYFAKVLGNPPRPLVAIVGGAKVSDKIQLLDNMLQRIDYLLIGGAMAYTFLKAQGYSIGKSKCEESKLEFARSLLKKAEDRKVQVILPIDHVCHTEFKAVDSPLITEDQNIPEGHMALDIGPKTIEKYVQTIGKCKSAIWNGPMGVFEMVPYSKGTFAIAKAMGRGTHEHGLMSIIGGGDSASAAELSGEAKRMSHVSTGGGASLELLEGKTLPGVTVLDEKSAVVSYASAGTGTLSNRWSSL
#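 Recombinant glycosomal PGK reaction used 1,3-bisphosphoglycerate generated in-well by GAPDH (100nM final) in 100mM TEA pH 7.6, 5mM MgCl2, 0.01% Tween-20. After 60 minutes at room temperature, ATP was read by Kinase-Glo Plus luminescence end-point.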
# GLS inh – qHTS for Inhibitors of Glutaminase (GLS); Glutaminase kidney isoform, mitochondrial (Homo sapiens), O94925; AID 624170, 2012; Potency, µM (titrated, usually from 45.5 µM), for inactives: at the top dose activity change, negative = inhibition, hits mostly inhibitors; GLS enzymatic activity, qHTS titration; hit rate 0.21% among 410,000; note: % is set by controls: 0 for no effect and ±100 for the full control effect
# Target sequence (O94925 whole entry, looked up, canonical isoform): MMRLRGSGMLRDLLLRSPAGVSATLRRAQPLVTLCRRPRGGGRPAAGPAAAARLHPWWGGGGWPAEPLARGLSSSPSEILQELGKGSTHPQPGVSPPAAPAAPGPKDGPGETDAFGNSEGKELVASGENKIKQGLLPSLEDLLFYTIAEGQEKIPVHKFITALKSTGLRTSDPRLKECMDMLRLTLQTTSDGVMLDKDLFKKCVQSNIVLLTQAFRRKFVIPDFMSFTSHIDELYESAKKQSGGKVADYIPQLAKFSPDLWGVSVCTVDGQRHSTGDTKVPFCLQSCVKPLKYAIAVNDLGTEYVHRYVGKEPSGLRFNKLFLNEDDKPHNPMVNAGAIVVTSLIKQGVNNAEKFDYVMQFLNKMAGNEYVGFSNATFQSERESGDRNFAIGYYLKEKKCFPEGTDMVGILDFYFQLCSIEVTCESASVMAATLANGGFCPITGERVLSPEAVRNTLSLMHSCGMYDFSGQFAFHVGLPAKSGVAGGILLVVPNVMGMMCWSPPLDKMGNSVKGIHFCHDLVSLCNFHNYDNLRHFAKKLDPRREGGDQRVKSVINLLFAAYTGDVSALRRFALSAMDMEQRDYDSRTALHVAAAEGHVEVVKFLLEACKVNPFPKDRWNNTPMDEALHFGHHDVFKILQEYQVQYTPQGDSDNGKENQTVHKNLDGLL
#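 hKGA in 45 mM KH2PO4 pH 8.2, 0.02% Tween-20 with pin-transferred compounds; 1 mM L-glutamine (stock) plus glutamate oxidase/HRP/Amplex Red coupling added. Fluorescence read initially and after 30 min at RT.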
# rTrxR1 inhibitor – qHTS Assay for Inhibitors of Mammalian Selenoprotein Thioredoxin Reductase 1 (TrxR1): qHTS; Thioredoxin reductase 1, cytoplasmic (Rattus norvegicus), O89049; recombinant rTrxR1, NADPH fluorescence consumption, selenite substrate; Potency, µM (highest dose often 114 µM), for inactives: top-dose activity change, negative = inhibition, usual class: inhibitors; hit rate 1% among 390,000; AID 588453, 2011; note: % is set by controls: 0 for no effect and ±100 for the full control effect; nearly all actives have a fitted effect of over 65% in size
#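 Rat TrxR1 (90 nM in the dispensed reagent) was pre-reduced with 400 uM NADPH for 5 min at room temperature, then incubated with compound for 15 min. After 400 uM selenite was added, NADPH fluorescence (Ex 340/Em 450 nm) was followed for 8 min.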
# RGS4 inhibitor – Inhibitors of Regulator of G Protein Signaling (RGS) 4: qHTS; Regulator of G-protein signaling 4 (Homo sapiens), P49798; hit rate 0.039% among 390,000; Potency, µM (doses to about 114 µM), for inactives: top-dose activity change, negative = inhibition, most hits filed as inhibitors; Transcreener GDP fluorescence polarization, RGS4-accelerated GTP hydrolysis; note: % is set by controls: 0 for no effect and ±100 for the full control effect; nearly all actives have a fitted effect of over 75% in size; some results filed as inactive show a strong effect at the top dose
#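 MLSMR compounds (23 nl, pin-transferred) preincubated 10 min at room temperature with a 500nM (2x) first reagent, then RGS4 at 900nM (2x) plus Transcreener GDP mix added; fluorescence polarization (620/688 nm) read before and after 90 min at 30 °C.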
# HP1b binding inh – HTS for Inhibitors of HP1-beta Chromodomain Interactions with Methylated Histone Tails; AlphaScreen HP1-beta / biotin-H3K9me3 peptide binding; Chromobox protein homolog 1 (Homo sapiens), P83916; Potency, µM (highest dose often 114 µM), for the others: top-dose activity change, negative = inhibition, usual class: inhibitors; hit rate 0.56% among 390,000; note: nearly all actives have a fitted effect of over 70% in size; inactives centre near 23
#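 Compound inhibition of the preformed complex between 50 nM HP1-beta and 50 nM biotinylated H3K9me3 peptide was read by AlphaScreen. Buffer was PBS pH 7.4 with 0.01% Tween-20. Incubations ran 30 min at room temperature, with 10 ug/mL donor/acceptor beads.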
# JMJD2A Tudor inh – qHTS Assay for Inhibitors of JMJD2A-Tudor Domain. hit rate 4.4% among 390,000. AID 504339, 2011. Potency, µM (highest dose often 114 µM), for the others: at the highest dose activity change, negative = inhibition, most hits filed as inhibitors. Lysine-specific demethylase 4A (Homo sapiens), O75164. AlphaScreen JMJD2A-Tudor / H3K4me3 peptide binding; note: % is set by controls: 0 for no effect and ±100 for the full control effect; nearly all actives have a fitted effect of over 50% in size
# ERG Ets-DNA blk – qHTS for Small Molecule Inhibitors of the ERG Ets/DNA interaction; fluorescence polarization, His-ERG Ets domain / labelled DNA; Potency, µM (series often up to 76.9 µM), for the others: top-dose FP activity, negative = inhibition, most hits filed as inhibitors; hit rate 0.028% among 370,000; AID 624246, 2012; active = well fitted inhibition curve with a large enough effect in the polarisation, with a control signal flat; inconclusive = small, poorly fitted or top-dose-only effect, or effect the other way, or a change in a side signal; inactive = no such curve, though single readings can be large or run the other way; the % refers to the polarisation;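 note: polarization taken with two DNA probes labelled with fluorescein and Texas red; % of control where 0% means no effect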
#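 His-tagged ERG Ets domain (1 uM in the protein solution; 300mM KCl, 50mM Tris-HCl, 1mM EDTA, 1mM DTT, pH 7.5) received compound, then a probe mix of 5 nM fluorescein-DNA and 100nM Texas-615-DNA. Fluorescence polarization was read for both dyes.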
# Starred values were filed as active, the others as inactive; i = inactive; ? = inconclusive; . = not tested or not shown; & = joins results of further samples; [ ] = another dose, or the depositor's remark. Unless noted, calls come from the whole dose curve; as a rule, active = well fitted curve in the direction sought with a large enough effect; inconclusive = small, poorly fitted or top-dose-only effect, or another doubt; inactive = no such curve, though single readings can be large; an effect the other way counts as inactive or inconclusive. Potency is the fitted concentration of half-maximal effect.
12-LOX inh	RGS4 inhibitor	Tb PGK inh	Pin1 inh	GLS inh	HP1b binding inh	ERG Ets-DNA blk	JMJD2A Tudor inh	rTrxR1 inhibitor	SMILES
-14%	1%	2%	-8%	3%	26%	.	-6%	-15%	CC(=C/C(=O)O)/C(=C/c1ccccc1)C(=O)O
2%	-22%	-1%	-2%	-1%	27%	-5%	-33%	13%	COc1ccc(N=C2SC(CC(=O)Nc3ccccc3)C(=O)N2Cc2ccccn2)cc1 (configuration not stated)
7%	8%	-1%	5%	-2%	23%	0%	-11%	4%	COc1ccccc1NS(=O)(=O)c1cccc(C(=O)NCC(c2ccc(F)cc2)N2CCOCC2)c1 (configuration not stated)
0%	-35%	-3%	-4%	1%	5%	-6%	-33%	-17%[57.1 µM]	CCn1c(SCC(=O)NCc2ccco2)nc2c(c1=O)SC(C)C2 (configuration not stated)
0%	-14%	i	-10%	-9%	48%[activator]	16%	-7%	35%	O=c1[nH]c(N/N=C/c2cc3c(cc2[N+](=O)[O-])OCO3)nc2ccccc12
-10%	5%	-4%	-5%	0%	55%[activator]	2%	-7%	23%	CCOc1ccc(C(=O)N(Cc2cc(OC)c(OC)c(OC)c2)c2ccccn2)cc1
-15%	11%	-1%	3%	-7%	31%	2%	-20%	13%	COc1ccc(CCN(C)S(=O)(=O)c2ccc(Cl)nc2)cc1OC
-24%	-6%	-5%	-13%	16%	0%	7%	?	-20%[57.1 µM]	ON1C2CCCCC2N(O)C1c1c(F)c(F)c(F)c(F)c1F (configuration not stated)
6%	39%	7%	0%	5%	90%[activator]	-14%	26%	-2%	CCOC(=O)CSc1nc(C(C)C)nc2ccccc12
1%	-1%	1%	-2%	8%	17%	10%	1%	-3%	CCCC[N+](CC#Cc1ccccc1)(CCCC)CCCS(=O)(=O)[O-]
0%	3%	2%	0%	1%	31%	-1%	?	-6%	COc1ccc(OCC(=O)NCCc2ccc(S(N)(=O)=O)cc2)cc1
-25%	16%	6%	2%	8%	18%	11%	-11%	2%[57.1 µM]	Cc1cc(C)n(CC(=O)Nc2cc(F)ccc2F)c(=O)c1C#N
5%	-6%	i	10%	0%	91%[activator]	11%	36%	-6%	COc1ccccc1NC(=O)C(C)OC(=O)C1CCC(C(C)(C)C)CC1 (configuration not stated)
0%	12%	i	-1%	6%	-6%	.	-26%	14%	Cc1ccccc1NS(=O)(=O)c1ccc(C(=O)NCC(c2ccco2)N(C)C)cc1 (configuration not stated)
3%	-6%	-5%	72%[activator]	-4%	32%	3%	-30%	15%	CC1(C)CC(=O)c2c(nc(SCC(=O)Nc3nsc(-c4ccccc4)n3)c(C#N)c2-c2ccccc2)C1
-16%	-10%	i	1%	-5%	?	-3%	18µM*	8%	COc1ccc(NC(=O)CC(C)NCCCN2CCCC2=O)cc1 (configuration not stated)
-7%	-26%	5%	10%	-8%	45%[activator]	9%	-19%	7%[57.1 µM]	CCOC(=O)c1cc(-c2ccccc2)sc1NC(=O)C(C)Sc1nnnn1C (configuration not stated)
6%	0%	-8%	4%	-5%	73%[activator]	20%	40%[activator]	47%[activator]	COc1cc(CN(CC(C)C)S(=O)(=O)c2ccccc2Br)cc(OC)c1
0%	33%	-2%	0%	5%	25%	-5%	-12%	-2%[57.1 µM]	O=C(c1ccccc1F)N(Cc1ccccc1)C1CCS(=O)(=O)C1 (configuration not stated)
-13%	-3%	4%	4%	15%	-28%	8%	?	-5%	COc1ccc(N2C(=O)C(Cl)=C(Nc3ccccc3OC)C2=O)cc1
6%	1%	-7%	-4%	-8%	4%	-3%	-13%	2%	CCC(C)C1Nc2ccc(C(=O)NCc3ccc4c(c3)OCO4)cc2NC1=O (configuration not stated)
-1%[57.4 µM]	25%	.	-8%	4%	14%	.	-3%	38%[57.1 µM]	CCOc1ccc2nc(C)cc(C(=O)O)c2c1
35%[activator]	-3%[11.4 µM]	7%	3%	4%	-6%	2%	-19%[11.4 µM]	10%	O=C(Nc1cc(C(F)(F)F)ccc1N1CCOCC1)c1c(F)c(F)c(F)c(F)c1F
?	-11%	i	-2%	1%	21%	5%	-7%	-4%	O=C(C[C@H]1C/C=C\CC[C@@H](Cc2ccc(F)cc2)C(=O)O[C@H](c2ccccc2)CNC1=O)N[C@H](CO)Cc1ccccc1
45µM*	-6%	2%	2%	5%	49%[activator]	-10%	-14%	8%	CCc1ccc(C(C)NC(=S)NCc2ccc(F)cc2)cc1 (configuration not stated)
-4%	25%	-7%	-2%	-3%	-1%	-3%	-22%	-5%	Nc1c(-c2ccccc2)n[nH]c1-c1ccccc1
?	-22%	5%	8%	2%	27%	3%	-3%	-2%	O=C(Nc1ccc(F)cc1Cl)c1ccc2c(=O)n3c(nc2c1)CCC3
-19%	14%	-10%	2%	-2%	2%	-3%	-9%	20%	COc1ccc(CCNC(=O)c2cc3c(F)cccc3s2)cc1OC
-1%	-15%	3%	-1%	.	20%	5%	-4%	-8%	Cc1cc(Cl)c(S(=O)(=O)NCc2cccnc2)cc1OCC(=O)NC1CCCCC1
-13%	-4%	2%	-2%	-16%	11%[57 µM]	0%	-5%	20%[57.1 µM]	COc1ccc(-c2nc(C)c(CCNC(=O)C(=O)Nc3ccccc3OC)s2)cc1
0%	3%	i	-5%	3%	28%	10%	-11%	25%	CCCN1CCN(CCCNC(=O)CCn2nc(-c3ccccc3)ccc2=O)CC1
0%	-8%	i	-4%	21%	31%	7%	-3%	-1%	Cc1noc(C)c1COC(=O)C1COc2ccccc2O1 (configuration not stated)
0%	-16%	i	-15%	-7%	63%[activator]	3%	21%	4%	Cc1ccc(CNS(=O)(=O)c2ccc3c(c2)CCN3C(=O)C2CCC2)cc1
-13%	-16%	-10%	20%	2%	47%[activator]	4%	5%	-2%	COc1ccc(C)cc1NC(=O)COC(=O)Cc1ccc(-c2ccccc2)cc1
0%	-20%	-7%	-1%	-10%	38%	7%	2%	20%	O=C(CNC(=O)N1CC(=O)Nc2ccccc21)NCCc1ccc(Cl)cc1
0%	4%	i	0%	-14%	24%	7%	-11%	-14%	COc1ccc(OC)c(S(=O)(=O)N2CCCC(C(=O)NCCc3ccccc3)C2)c1 (configuration not stated)
-13%	8%	3%	2%	-11%	52%[activator]	-3%	-9%	-10%	COC(=O)c1ccccc1NC(=O)CN(C1CCCCC1)S(C)(=O)=O
-11%	-1%	i	4%	-9%	-21%	2%	-5%	-1%[57.1 µM]	CC(=O)c1ccccc1N(C(=O)c1ccco1)C(C(=O)NC1CCCC1)c1ccc(C)cc1 (configuration not stated)
?	-35%	-1%	-3%	-7%	129%[activator]	-3%	59%[activator]	8%[57.1 µM]	CC(COc1ccccc1)OC(=O)Nc1ccccc1 (configuration not stated)
4%	11%	-8%	0%	0%	26%	-3%	-13%	12%	CCOc1ccc(N(CC(=O)NCCc2ccc(OC)cc2)S(C)(=O)=O)cc1
-19%&-16%	-47%&-53%	0%&-1%	87%&60%[activator]	1%&-13%	8%[57 µM]	8%&-9%	-12%&-20%	1%&7%	Cc1cc(C)c(Cn2c3ccccc3c3cnn(CC(=O)NCc4ccccn4)c(=O)c32)c(C)c1
32%[activator]	18%	-9%	-9%	-15%	60%[activator]	1%	1%	21%	COc1cccc(OCc2cc(C(=O)NCC3CCCCC3)no2)c1
-23%	0%	-7%	-6%	-4%	26%	-3%	-10%	20%	O=S(=O)(NCc1ccccn1)c1cc(C(F)(F)F)ccc1Cl
15%	20%	-3%	4%	21%	77%[activator]	2%	34%	7%	CCOC(=O)N1CCN(C(=O)c2cc3c(s2)-c2c(C)cccc2OC3)CC1
-15%	-2%	i	14%	8%	14%	-11%	-22%	10%	Cc1ccc(NC(=O)CCn2nc(-c3ccccc3)c3ccccc3c2=O)c(C)c1
20%	15%	3%	?	15%	33%	-3%	-17%	5%	Cc1cc(-c2ccccc2)nc(N/N=C/c2ccccc2F)n1
1%	-23%	-7%	-2%	-3%	58%[activator]	-5%	9%	6%	Cc1cccc(C(C#N)c2nc3ccccc3nc2C(F)(F)F)c1 (configuration not stated)

# Single values from above.
# For RGS4 inhibitor, `CCCN1CCN(CCCNC(=O)CCn2nc(-c3ccccc3)ccc2=O)CC1` shows 3%
# For GLS inh, `COc1ccc(-c2nc(C)c(CCNC(=O)C(=O)Nc3ccccc3OC)s2)cc1` shows -16%

# The list is partial; count on the stated rates, not on these rows.
